Bioassay records: PubChem, National Center for Advancing Translational Sciences (NCATS)
EPAC2 ag – qHTS for Agonist of cAMP-regulated guanine nucleotide exchange factor 4 (EPAC2): primary screen; Rap guanine nucleotide exchange factor 4 (Homo sapiens), Q8WZA2; EPAC2 activation, biochemical qHTS; response scale: 100% = 6.5 mM cAMP response; Potency, µM (top dose mostly 154 µM), for inactives: at the top dose activation, usual class: activators; 360,000 compounds, 0.079% hits; also: potency is read from the fitted curve at half-maximal effect; nearly all actives have a fitted effect of over 50% in size
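Each well held 100 nM EPAC2, 250 nM RAP1B-BODIPY-GDP and 50 uM GDP. Fluorescence, read at 5-min intervals to 30 min, was referenced to a 6.5 mM cAMP positive control.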
Mm-Cpn inhibitor – Inhibitors of TCP-1 ring complex (TRiC) of Methanococcus maripaludis (MmCpn): qHTS; 330,000 compounds, 0.031% hits; purified Mm-Cpn ATPase, ADP Transcreener TR-FRET; Potency, µM (top dose mostly 76.9 µM), without a hit: at the highest dose activity, negative = inhibition, usual class: inhibitors; Chaperonin Mm-Cpn (Methanococcus maripaludis); also: potency is read from the fitted curve at half-maximal effect; % is scaled to controls: 0 for no effect and ±100 for the full control effect; nearly all actives have a fitted effect of over 80% in size
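ATPase read-out: TR-FRET ADP immunoassay (anti-ADP Eu cryptate vs ADP-d2), ex 320 nm, em 590/665 nm; signal drops as ADP forms. Enzyme 25 nM, ATP 10 uM, 30 min at 37°C after 10 min compound preincubation.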
CCT chaperon mod – High-Throughput Screening for Modulators of Cytosolic Chaperonin Activity; purified chaperonin ATPase assay, HTRF ADP detection, 30 min; activity change, % (no concentration beside the values), hits read low; 360,000 compounds, 0.3% hits; in the data active = activity change below about -30%; also: % is scaled to controls: 0 for no effect and ±100 for the full control effect
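Nucleotide hydrolysis assay: TRiC at 20–40 nM final (set by batch activity) with 10 uM ATP, 30 min at 37 °C, in presence of 76 uM compound. Detection by competitive ADP HTRF, 30 min ambient.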
D3 antag – qHTS of D3 Dopamine Receptor Antagonist: qHTS; max response, negative = inhibition, %; 360,000 compounds, 2.5% hits; D3R cells, DiscoveRx beta-arrestin luminescence, antagonist mode; hits give low values; in the data active = max response below about -50%; inconclusive = no clear call, values can overlap the other calls; also: % is scaled to controls: 0 for no effect and ±100 for the full control effect; mostly tested at two doses, the higher about 12 µM
Target sequence (P35462 whole entry, looked up): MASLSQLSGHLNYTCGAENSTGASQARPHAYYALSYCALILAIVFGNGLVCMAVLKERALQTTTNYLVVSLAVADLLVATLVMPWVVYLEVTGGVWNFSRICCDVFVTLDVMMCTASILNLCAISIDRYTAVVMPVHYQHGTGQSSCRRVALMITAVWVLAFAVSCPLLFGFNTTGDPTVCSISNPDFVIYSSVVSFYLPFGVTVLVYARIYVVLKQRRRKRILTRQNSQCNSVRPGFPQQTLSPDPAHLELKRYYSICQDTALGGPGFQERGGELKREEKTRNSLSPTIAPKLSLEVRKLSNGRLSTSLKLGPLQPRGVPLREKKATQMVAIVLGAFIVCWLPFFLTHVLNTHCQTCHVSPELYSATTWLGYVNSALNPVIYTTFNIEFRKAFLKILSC
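Cells expressing the human receptor were seeded at 1500 cells/well, incubated overnight at 37 degrees C in 5% CO2, then exposed to library compounds with dopamine controls for 90 minutes at 37 degrees C before luminescent detection.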
PTHR1 ag – qHTS for PTHR1 Agonists: Primary Screen; Parathyroid hormone/parathyroid hormone-related peptide receptor (Homo sapiens), Q03431; HEK293 GP2 PTHR1 cells, GloSensor cAMP luminescence, 1 h; Potency, µM (series often up to 115 µM), for inactives: at the highest dose activation, usual class: activators; 410,000 compounds, 0.075% hits; AID 743266, 2014; also: potency is read from the fitted curve at half-maximal effect; nearly all actives have a fitted effect of over 55% in size; some results filed as inactive show a strong effect at the top dose; inactives centre near -15; many of its hits are not listed in these tables
Target sequence (Q03431 whole entry, looked up): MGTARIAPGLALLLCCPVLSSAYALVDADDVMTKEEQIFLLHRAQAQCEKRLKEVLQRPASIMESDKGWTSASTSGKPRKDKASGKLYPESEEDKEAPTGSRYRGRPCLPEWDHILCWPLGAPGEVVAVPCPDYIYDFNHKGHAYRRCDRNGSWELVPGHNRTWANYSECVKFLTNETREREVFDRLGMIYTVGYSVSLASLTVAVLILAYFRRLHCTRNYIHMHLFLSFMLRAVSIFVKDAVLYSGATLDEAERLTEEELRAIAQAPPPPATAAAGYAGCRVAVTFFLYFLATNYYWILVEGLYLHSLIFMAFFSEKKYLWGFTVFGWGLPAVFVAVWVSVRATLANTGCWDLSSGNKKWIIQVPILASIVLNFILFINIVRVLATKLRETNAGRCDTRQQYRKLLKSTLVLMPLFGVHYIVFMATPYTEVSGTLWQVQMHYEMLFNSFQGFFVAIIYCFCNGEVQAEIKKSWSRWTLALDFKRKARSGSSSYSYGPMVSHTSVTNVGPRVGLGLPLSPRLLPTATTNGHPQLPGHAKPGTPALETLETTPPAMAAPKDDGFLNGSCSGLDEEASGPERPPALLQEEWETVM
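HEK-293-derived GP2 cells expressing PTHR1 and a GloSensor cAMP reporter, 3,000/well, plated overnight, given luciferin plus IBMX (each 0.5 mM as added) for 1 h at 37 °C, then compound for 1 h at 37 °C. Luminescence was read after 15 min at room temperature.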
pAkt inh – HTS Assay for Inhibitors of Akt Phophorylation: Primary Screen; Neuro2A IGF-stimulated pAkt S473 HTRF, 20 min; hits give low values; activity change, % for hits at 50 µM; AID 651550, 2012; 360,000 compounds, 0.32% hits; in the data active = activity change below about -80%; inconclusive = mostly about -51% to -80%; also: % is scaled to controls: 0 for no effect and ±100 for the full control effect
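Neuro2A cells in DMEM with 0.5% FBS, overnight at 37 deg C, given compound at single 50 µM final, then IGF (6 nM final) for 20 min at 37 deg C. Lysed; phospho-Akt Ser473 by HTRF after 24 h, 665/615 ratio.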
DRD3 agonist – qHTS of D3 Dopamine Receptor Agonist: qHTS; AID 652048, 2013; D3R DiscoveRx beta-arrestin cells, luminescence, 90 min; max activation, %; 410,000 compounds, 0.58% hits; D(3) dopamine receptor (Homo sapiens), P35462; in the data active = max activation above about 30%; also: 0% is about no effect; mostly tested at two doses, the higher about 12 µM
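Agonist mode: compounds and dopamine controls were applied to plated cells for 90 min at 37 degrees C after an overnight attachment at 1500 cells/well. Luminescent read-out followed 30 - 60 minutes at room temperature with DiscoveRx detection reagent.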
EPAC2 antagonist – qHTS for Antagonist of cAMP-regulated guanine nucleotide exchange factor 2 (EPAC2): primary screen. EPAC2 GEF exchange of Rap1B-BODIPY-GDP, fluorescence. Potency, µM (series often up to 114 µM), for the others: at the top dose activity, negative = inhibition, hits mostly inhibitors. Rap guanine nucleotide exchange factor 4 (Homo sapiens), Q8WZA2. 360,000 compounds, 0.18% hits. AID 720708, 2013; also: potency is read from the fitted curve at half-maximal effect; % is scaled to controls: 0 for no effect and ±100 for the full control effect; nearly all actives have a fitted effect of over 45% in size; many of its hits are not listed in these tables
* = called active by the depositor; i = inactive; ? = inconclusive; . = no result given; [ ] = another dose, or the depositor's remark. Unless noted, calls follow the shape of the dose curve; as a rule, active = well fitted curve in the direction sought with a large enough effect; inconclusive = small, poorly fitted or top-dose-only effect, or another doubt; inactive = no such curve, though single readings can be large; an effect the other way counts as inactive or inconclusive. A portion of the library. The share of hits here may be higher or lower than overall.

SMILES	EPAC2 ag	Mm-Cpn inhibitor	CCT chaperon mod	D3 antag	PTHR1 ag	pAkt inh	DRD3 agonist	EPAC2 antagonist
CCOC(=O)c1c(-c2ccccc2)csc1NC(=O)C(C)NCCCN1CCOCC1 (stereo not drawn)	4%	-1%	-1.0	-13	-36%	i	-11	-21%
N/C(=C/C(=O)c1ccccc1O)C(F)(F)F	-1%	3%	0.2	8	i	i	0	2%
COc1ccccc1N1CCN(C(=O)c2sc3nc(-c4ccc(F)cc4)cn3c2C)CC1	15%	-2%	-1.1	54	-14%	i	2	-5%
Cc1cccc(C2NC(c3cccc(C)c3)C(C)C(=O)C2C)c1 (stereo not drawn)	13%	0%	-1.0	2	i	i	0	-15%
CCOc1ccc(/C(CCC(=O)O)=N/NC(=S)NC(C)C)cc1	2%	?	-0.8	13	-19%	i	-4	4%
CCOC(=O)N1CCN(C(=O)COC(=O)c2ccccc2NCCO)CC1	8%	-5%	2.1	-5	i	i	-1	2%
O=C(NCC1CCCO1)c1sc2ccccc2c1Cl (stereo not drawn)	6%	-2%	-1.0	-7	-25%	i	-5	-7%
COc1ccc(NS(=O)(=O)c2csc(C(N)=O)c2)cc1	2%	-1%	-2.0	20	i	i	-5	-2%
Cn1c(=O)c2c(nc(N/N=C/c3cccs3)n2C)n(C)c1=O	-1%	0%	1.7	-25	i	i	-2	3%
CCOc1ccc(/C=C/C(=O)Oc2ccccc2)cc1	13%	-2%	-8.4	13	i	i	2	7%
COC(=O)c1sc2cc(C(F)(F)F)cnc2c1-c1ccccc1	8%	-2%	-3.0	6	i	i	17	-1%
Cc1ccc(CNC(=O)C2CCCN(S(=O)(=O)c3c(C)n[nH]c3C)C2)cc1 (stereo not drawn)	4%	1%	1.2	19	-59%[inhibitor]	i	1	20%
Cc1ccc(C(=S)N2CCN(Cc3ccccc3)CC2)s1	10%	-2%	-1.7	-69*	-34%[inhibitor]	i	-10	-7%
O=C(CN1C(=O)CC(c2ccccc2)=Nc2ccccc21)NCc1ccco1	-5%	-6%	-0.5	7	i	i	2	10%
Cc1c(N=C2SC(CC(=O)Nc3ccccc3)C(=O)N2CCN2CCOCC2)c(=O)n(-c2ccccc2)n1C (stereo not drawn)	4%	-5%	-0.4	9	i	i	-4	13%
Cc1ccsc1C1NC(=O)c2c(sc3c2CCCC3)N1 (stereo not drawn)	7%	-1%	1.6	11	-29%	i	0	16%
C/C(CC(=O)Nc1ccc(C)c(Cl)c1)=N\NC(=O)c1ccccn1	4%	0%	-1.3	9	i	i	4	4%
CCCCN(C)CCNC(=O)c1ccc(Cn2c(=S)[nH]c3ccc(Br)cc3c2=O)cc1	-13%	-1%	1.1	?	-2%	i	-16	-9%
O=C(NNc1ncnc2sccc12)c1ccc(Cl)cc1	3%	-2%	1.3	-1	-32%[inhibitor]	i	-7	-2%
COc1ccc(NC(=O)CSc2cc(C)nc3c(-c4ccccc4)cnn23)cc1	6%	-4%	-1.5	3	-9%	i	2	-13%
CN1CCN(C(=S)Nc2cc([N+](=O)[O-])ccc2Cl)CC1	10%	-1%	-2.2	?	-26%	i	-16	-5%
O=C(Nc1cccnc1)C12CC3CC(CC(C3)C1)C2	-2%	-3%	1.3	6	i	i	-9	3%
CC(C)n1c(=O)c2ccccc2n1Cc1cn(Cc2cccs2)nn1	4%	.	-1.2	-5	-8%	i	-2	-18%
CC(C)Oc1ccc(CN2CCC2(C)C(=O)Nc2ccc(Cl)c(Cl)c2)cc1 (stereo not drawn)	8%	.	-4.1	6	-6%	i	3	-13%
COc1cccc(C(=O)Nc2cc(NC(=O)c3ccco3)ccc2OC)c1	4%	-2%	0.6	8	i	i	0	0%
CC(/C=C/c1ccc2c(c1)OCO2)=N/NC(=O)COc1ccc(C)cc1	2%	2%	-2.6	-12	i	i	-3	-1%
COc1ccc(C(=O)N2CCC(O)(c3ccc(Cl)cc3)CC2)cc1OC	1%	1%	-1.9	1	i	i	-1	9%
Nc1cc([N+](=O)[O-])ccc1O	2%	-18%	-2.3	?	-10%	i	-11	-17%
O=C1c2ccc(-c3ccc(Cl)c(C(F)(F)F)c3)cc2S(=O)(=O)c2cccc(C(=O)N3CCN(c4ncc(Br)cn4)CC3)c21	-3%	-1%	0.6	-22	-22%	i	-17	12%
Cc1ccccc1NC(=O)Cn1c(=O)n(CC2CCCO2)c(=O)c2ccccc21 (stereo not drawn)	-2%	0%	-1.0	-11	17%	i	-11	5%
COC(=O)c1ccc(-c2noc(CN3C[C@H]4CC[C@H]3C4)n2)cc1	1%	1%	-1.7	3	i	i	11	4%
CN(Cc1ccccc1)C(CNS(=O)(=O)c1ccccc1)c1ccccc1 (stereo not drawn)	9%	.	1.1	0	-2%	i	-7	-1%
N#Cc1ccc(-c2csc(NC(=O)c3cc(-c4cccs4)nc4ccccc34)n2)cc1	8%	-12%	0.1	14	-7%	i	3	1%
Fc1ccccc1N1CCN(c2nnnn2-c2ccccc2)CC1	7%	0%	1.4	1	i	i	-3	-9%
O=C(N/N=C/c1c[nH]c2ccccc12)c1ccccc1O	11%	-1%	1.5	-13	-12%	i	-8	-7%
CNC(=S)N(C)c1ccccc1	5%	2%	1.3	20	i	i	6	6%
Cc1cc(C)cc(NC(=S)NCCCN2CCOCC2)c1	8%	3%	-1.0	-8	i	i	2	6%
Cc1c(N(C)C)nc2ccccc2c1N	10%	2%	-4.3	-29	i	i	-10	-4%
Fc1ccccc1CNCc1ccc2c(c1)OCO2	4%	1%	-2.2	-22	i	i	-5	8%
CC(=O)c1cc2c(cc1NS(=O)(=O)c1ccccc1)OCO2	1%	-1%	0.9	-15	i	i	-3	11%
CCOC(=O)c1ccc(NC(=O)Cn2nnc(-c3ccc(F)cc3)n2)cc1	-2%	-1%	0.2	3	-35%[inhibitor][57.5 µM]	i	4	11%
O=C(CN1C(=O)C2C3C=CC(C3)C2C1=O)Nc1nc(SCc2ccc(Cl)cc2)n[nH]1 (stereo not drawn)	-11%	2%	-0.7	8	-76%[inhibitor][57.5 µM]	i	-3	-3%
COc1ccc(NC(=O)N(C)C[C@H]2Oc3c(NC(=O)NC4CCCCC4)cccc3C(=O)N([C@H](C)CO)C[C@@H]2C)cc1	5%	1%	1.1	3	-4%	i	12	-7%
CCc1ccc(-c2cc(C(=O)N3N=C(C(F)F)CC3(O)C(F)F)c3ccccc3n2)cc1 (stereo not drawn)	4%	?	-1.1	-20	-25%	i	5	?
O=C(O)CCC(=O)Nc1ccccc1Oc1ccccc1	10%	-2%	-3.5	13	-17%	i	2	6%
CCC(c1nc2ccccc2[nH]1)n1c(=O)c(-c2ccco2)nc2ccccc21 (stereo not drawn)	12%	.	.	5	i	i	5	-3%
CC(=O)Nc1cccc(OCCCOc2ccc([N+](=O)[O-])cc2)c1	-5%	-2%	0.1	24	-71%[inhibitor]	i	6	17%
Cn1c2ccccc2c2nn(-c3ccccc3)c(=O)cc21	8%	0%	-1.0	-4	-21%[57.5 µM]	i	-6	2%
COc1ccc(O)c(/C=N/NC(=S)NCCc2ccccc2)c1	18%	-4%	0.9	26	-16%	i	17	2%
COc1ccc(-c2ocnc2C(=O)Nc2ccccc2N2CCCCC2)cc1	13%	-4%	-2.0	72	i	i	3	-13%

(listing goes on)
SMILES	EPAC2 ag	Mm-Cpn inhibitor	CCT chaperon mod	D3 antag	PTHR1 ag	pAkt inh	DRD3 agonist	EPAC2 antagonist
CC1CCc2sc(C(=O)OCC(=O)NC(N)=O)cc2C1 (stereo not drawn)	11%	0%	-0.5	-19	0%	i	-4	-3%
O=C(Nc1ccc(Cl)cc1)Nc1ccccc1C(=O)O	6%	-1%	0.7	-7	-45%[inhibitor]	i	-1	1%
COc1ccccc1NS(=O)(=O)c1ccc(NC(C)=O)cc1	0%	0%	0.7	-16	i	i	10	7%
CCOC(=O)C(O)(CC(=O)c1ccc(Cl)cc1)C(=O)OCC	5%	-1%	-5.7	6	-6%	i	9	5%

Some of the entries so far, with two lines to a compound:
Results follow in this order: EPAC2 ag, Mm-Cpn inhibitor, CCT chaperon mod, D3 antag, PTHR1 ag, pAkt inh, DRD3 agonist, EPAC2 antagonist
- CCOC(=O)c1ccc(NC(=O)Cn2nnc(-c3ccc(F)cc3)n2)cc1
→ -2%, -1%, 0.2, 3, -35%[inhibitor][57.5 µM], i, 4, 11%
- O=C(CN1C(=O)C2C3C=CC(C3)C2C1=O)Nc1nc(SCc2ccc(Cl)cc2)n[nH]1 (stereo not drawn)
→ -11%, 2%, -0.7, 8, -76%[inhibitor][57.5 µM], i, -3, -3%
- COc1ccc(NC(=O)N(C)C[C@H]2Oc3c(NC(=O)NC4CCCCC4)cccc3C(=O)N([C@H](C)CO)C[C@@H]2C)cc1
→ 5%, 1%, 1.1, 3, -4%, i, 12, -7%
- CCc1ccc(-c2cc(C(=O)N3N=C(C(F)F)CC3(O)C(F)F)c3ccccc3n2)cc1 (stereo not drawn)
→ 4%, ?, -1.1, -20, -25%, i, 5, ?

Looked up by compound from the entries so far:
SMILES	EPAC2 ag	Mm-Cpn inhibitor	CCT chaperon mod	D3 antag	PTHR1 ag	pAkt inh	DRD3 agonist	EPAC2 antagonist
COc1ccccc1NS(=O)(=O)c1ccc(NC(C)=O)cc1	0%	0%	0.7	-16	i	i	10	7%
CC1CCc2sc(C(=O)OCC(=O)NC(N)=O)cc2C1 (stereo not drawn)	11%	0%	-0.5	-19	0%	i	-4	-3%
CCOC(=O)C(O)(CC(=O)c1ccc(Cl)cc1)C(=O)OCC	5%	-1%	-5.7	6	-6%	i	9	5%
O=C(Nc1ccc(Cl)cc1)Nc1ccccc1C(=O)O	6%	-1%	0.7	-7	-45%[inhibitor]	i	-1	1%
